High-throughput results deposited in PubChem BioAssay by several laboratories.
FXIIa inh: human FXIIa protease inhibitors, primary screen, biochemical, 1536-well. Coagulation factor XII (Homo sapiens), P00748. purified FXIIa, Boc-QGR-AMC fluorogenic substrate, 2 h. inhibition, % at 5 µM. 220,000 compounds, 0.3% hits. AID 800, 2007; in the data active = inhibition above about 40%;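 note: 0% = enzyme with no compound and 100% = blank without enzyme; many of its hits are not listed in these tables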
FXIa inh: human FXIa protease inhibitors, primary screen, biochemical, 1536-well. purified FXIa, Boc-Glu-Ala-Arg-AMC fluorogenic substrate. AID 798, 2007. Coagulation factor XI (Homo sapiens), P03951. 220,000 compounds, 0.14% hits. inhibition, % at 5 µM;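 active = inhibition of at least 40%; inactive = inhibition below 40%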;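 note: fluorescence of freed AMC excited at 355 nm; 0% = enzyme without compound and 100% = no enzyme blank; many of its hits are not listed in these tables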
Runt-CBFb FRET: inhibitors of RUNX1 Runt–CBFb binding, primary screen, biochemical, FRET, Cerulean-Runt, Venus-CBFb, uHTS; Runt-related transcription factor 1 (Homo sapiens) + Core-binding factor subunit beta …; Cerulean-Runt/Venus-CBFb FRET ratio 530/480, 1 h; inhibition, % at 20 µM; 220,000 compounds, 0.46% hits; AID 1496, 2009;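 active = inhibition over about 50% at 20 µM in the single-dose screen, limit read from the data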;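 note: 0% = DMSO wells and 100% = excess unlabeled CBFb competitor control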
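Assay system: Cerulean-Runt domain / Medium: Tris 50 mM pH 7.5, KCl, K2SO4, 0.01% BSA / Timing: protein complex preformed 1 h, compound exposure 1 h, room temperature, dark / Measured by: FRET, excitation 422 nm, emission at 530 and 480 nm / Evaluation: loss of energy transfer signal / Control set: 5 µM unlabeled CBFb as full-inhibition high control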
Hck Nef HTS: inhibitors of Nef-activated human Hck kinase, primary screen, biochemical, Z-Lyte FRET, 384-well, Hck-YEEI. Tyrosine-protein kinase HCK (Homo sapiens), P08631. Recombinant Hck-YEEI plus Nef, Z-Lyte FRET kinase assay. inhibition, % at 20 µM. 220,000 compounds, 0.68% hits. AID 463187, 2010;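 active = Hck-Nef kinase inhibition above about 50%, limit read from the data; inactive = inhibition below that limit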;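 note: 0% = DMSO with Hck plus Nef and 100% = Hck alone without Nef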
Target sequence (P08631 whole entry, looked up): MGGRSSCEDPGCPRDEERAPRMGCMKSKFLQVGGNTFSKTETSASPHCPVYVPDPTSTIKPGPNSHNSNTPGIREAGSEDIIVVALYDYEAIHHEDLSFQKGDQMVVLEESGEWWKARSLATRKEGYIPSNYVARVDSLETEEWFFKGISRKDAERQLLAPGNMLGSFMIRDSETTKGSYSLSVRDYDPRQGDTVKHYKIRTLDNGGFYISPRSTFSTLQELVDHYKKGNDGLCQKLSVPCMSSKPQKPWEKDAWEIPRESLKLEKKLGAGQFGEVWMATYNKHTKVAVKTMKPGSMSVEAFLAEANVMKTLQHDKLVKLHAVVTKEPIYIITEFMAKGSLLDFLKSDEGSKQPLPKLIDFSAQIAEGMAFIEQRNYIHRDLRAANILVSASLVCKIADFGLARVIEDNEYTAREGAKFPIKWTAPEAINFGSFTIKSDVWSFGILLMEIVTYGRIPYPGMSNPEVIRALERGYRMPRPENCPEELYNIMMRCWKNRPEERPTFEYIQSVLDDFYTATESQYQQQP
hK5 inh: human KLK5 protease inhibitors, primary screen, biochemical, 1536-well. Kallikrein-5 (Homo sapiens), Q9Y337. recombinant hK5, fluorogenic AMC substrate cleavage. inhibition, % at 5 µM. 210,000 compounds, 0.59% hits;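 active = inhibition of 40% or more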;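 note: 0% = enzyme controls without compound and 100% = no-enzyme blanks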
Target sequence (Q9Y337 67-293 limits assumed): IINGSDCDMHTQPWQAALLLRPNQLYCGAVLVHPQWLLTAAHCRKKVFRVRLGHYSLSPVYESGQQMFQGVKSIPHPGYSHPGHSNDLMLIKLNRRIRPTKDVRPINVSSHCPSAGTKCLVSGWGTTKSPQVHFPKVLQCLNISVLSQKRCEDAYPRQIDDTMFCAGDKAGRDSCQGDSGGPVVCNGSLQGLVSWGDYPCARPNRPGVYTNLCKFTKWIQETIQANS
14-3-3 Bad inh: inhibitors of 14-3-3 zeta/Bad binding, primary screen, biochemical, TR-FRET, bovine 14-3-3 zeta | 14-3-3 protein zeta/delta (Bos taurus), P63103 | 220,000 compounds, 0.71% hits | TR-FRET 14-3-3zeta/Dy647-pBad peptide displacement, 1 h | inhibition, % at 21.7 µM;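 active = inhibition above about 70%, limit read from the data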;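 note: 0% = full 14-3-3 plus peptide FRET controls and 100% = background without 14-3-3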
Target sequence (P63103 whole entry, looked up): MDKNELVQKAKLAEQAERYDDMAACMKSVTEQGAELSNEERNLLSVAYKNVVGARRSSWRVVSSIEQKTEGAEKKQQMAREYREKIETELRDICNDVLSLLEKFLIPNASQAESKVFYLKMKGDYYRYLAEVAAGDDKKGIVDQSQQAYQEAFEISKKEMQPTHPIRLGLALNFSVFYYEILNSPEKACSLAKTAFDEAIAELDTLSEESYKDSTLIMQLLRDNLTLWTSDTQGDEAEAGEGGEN
Thrombin inh: human alpha-thrombin inhibitors, primary screen, counter-screen for coagulation protease inhibitor project, biochemical, 1536-well, fluorogenic AMC substrate. inhibition, % at 5 µM. Boc-VPR-AMC fluorogenic substrate cleavage. 220,000 compounds, 0.26% hits;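 active = inhibition at or above 40%; inactive = inhibition below 40%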;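 note: 0% = enzyme with no compound and 100% = wells without enzyme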
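Assay system: human alpha-thrombin enzyme. Reagent: Boc-VPR-AMC substrate, 15 µM final. Compound dosing: one concentration per compound, 5 µM, with 0.2% DMSO. Incubation: room-temperature reaction. Technique: AMC fluorescence, 355/460 nm. Measure: % inhibition relative to enzyme controls and enzyme-free blanks.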
Wee1 stabilizer: Wee1 degradation inhibitors, primary screen, cell-based, HeLa, Wee1K328M-luciferase, luminescence; HeLa Luc-Wee1K328M stability; 100% = proteasome inhibitor MG132 effect; AID 1321, 2008; reporter increase, % at 5 µM; Wee1-like protein kinase (Homo sapiens), P30291; 220,000 compounds, 1.2% hits;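 active = activation above the mean of all tested compounds plus 3 SD, set per screening run, cut at about 8.8% in these data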;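 note: cells exposed to compound for 20 h before luminescence read; 0% = DMSO alone and 100% = MG132 at 30 µM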
Runt-SMMHC FRET: inhibitors of RUNX1 Runt–CBFb-SMMHC binding, primary screen, biochemical, FRET, Cerulean-Runt, Venus-CBFb-SMMHC, uHTS. 220,000 compounds, 0.74% hits. inhibition, % at 20 µM. Runt-related transcription factor 1 (Homo sapiens) + Core-binding factor subunit beta …. AID 1434, 2008. Cerulean-Runt/Venus-CBFb-SMMHC FRET ratio 530/480, 1 h;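 active = mean inhibition across duplicate retests at 20 µM reaching about 50%, limit read from the data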;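 note: 0% = DMSO wells and 100% = wells with excess untagged CBFb-SMMHC; inhibitors lower the FRET ratio by blocking Runt binding to CBFb-SMMHC; some results filed as inactive read as strong as hits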
* marks the source's active call; other numbers are inactive results; . = no result given; [ ] = another dose, or the depositor's remark.

mol	FXIIa inh	FXIa inh	Runt-CBFb FRET	Hck Nef HTS	hK5 inh	14-3-3 Bad inh	Thrombin inh	Wee1 stabilizer	Runt-SMMHC FRET
C=CCN1C(=O)C(CCCC)NC1=S (stereo not drawn)	14	7	0	3	-1	-24	3	-1	3
COC(=O)c1ccc2c(=O)n(CCN3CCOCC3)c(SCC(=O)c3ccccc3)nc2c1	12	3	4	5	3	-4	-3	5	1
CN(C)c1ccc(C(=O)NC2CCCc3ccccc32)cc1 (stereo not drawn)	14	3	2	1	2	-4	-1	0	-2
CSc1ncc(CN2CCc3c([nH]c4ccccc34)C2c2cccc(O)c2)cn1 (stereo not drawn)	19	32	-2	11	20	-5	23	-3	-7
CCCCNc1c2c3c(cccc3n(C)c1=O)C(=O)c1ccccc1-2	11	3	-169	-3	-25	13	-2	2	18
C=CCNC(=O)c1cc2nc(C3CC3)cc(C(F)F)n2n1	6	5	0	1	2	4	3	0	0
O=C(Nc1nc2c(s1)CCCC2)c1cc(-c2ccncc2)nc2ccccc12	5	-1	-1	3	-6	21	-4	-1	-2
CCOc1cc(C(=O)CCC(=O)OCC(=O)N2c3ccccc3NC(=O)C2(C)C)ccc1O	5	-1	0	-2	-4	-6[fluorescence artefact?]	-3	-3	-5
Clc1ccccc1OCc1nc(-c2ccccn2)no1	1	3	2	1	48*	3	2	1	-1
COc1cccc(C(=O)CN2C(=O)C(C)(C)Oc3ccc(C(=O)N4CCCCCC4)cc32)c1	-2	-6	-6	-3	-17	7	-11	0	-5
Cc1ccccc1NCC(=O)N/N=C\C=C\c1cccc([N+](=O)[O-])c1	6	-1	3	4	-5	-1	-2	3	3
CCC(=O)N1c2ccc(S(=O)(=O)N(CCO)Cc3ccccc3)cc2CC1C (stereo not drawn)	6	-26	-1	6	4	2	-6	-1	1
O=C(CSc1nc2ccccc2c(=O)n1NC(=O)c1ccccc1)c1ccccc1	-12	2	1	0	4	-1	-14	4	-1
COc1cccc(NC(=O)C(=O)N/N=C/c2cc(C)n(-c3ccc(Cl)c(Cl)c3)c2C)c1	6	-12	0	1	-72	-12	1	0	0
CC1CCN(S(=O)(=O)c2ccc(NC(=S)NC(=O)c3ccc(Cl)cc3)cc2)CC1	20	7	6	8	3	7	3	2	0
C#CCNc1c(C)c(C)nc2ncnn12	-1	-1	0	1	2	51	0	-3	1
O=C(O)/C=C/C(=O)NCc1cn(-c2ccccc2)nc1-c1cccc(Br)c1	28	35	0	30	17	-4	-2	-2	-1
CCCOc1ccc(-c2nc[nH]c2[N+](=O)[O-])cc1	0	-10	-2	15	-7	-8	-28	-2	-5
CC(C)CC(NC(=O)C(NC(=O)C(Cc1ccc(OCc2ccccc2)cc1)NC(=O)OC(C)(C)C)C(C)C)C(N)=O (stereo not drawn)	3	-5	-1	2	-18	-5	-4	4	0
CC(C)Nc1nc(NC(C)(C)C)nc(Oc2ccc(=O)n(C)n2)n1	5	-4	.	26	0	-13	-13	1	.
COc1ccc(C(c2sc3nc(C)nn3c2O)N2CC(C)OC(C)C2)cc1OC (stereo not drawn)	0	1	-1	-7	-7	4	0	-2	6
CC(C)=CC(=O)OCC(=O)Nc1ncc(Cl)c(C)c1Cl	0	1	-5	0	2	-10	-2	-1	-8
O=C(CSC1=Nc2ccccc2C2CC=NN12)Nc1ccc2c(c1)OCO2 (stereo not drawn)	4	-9	1	5	-10	0	-18	-2	1
COc1cc(-c2cc(-c3nnco3)c3ccccc3n2)cc(OC)c1OC	9	-1	-5	-27	3	-6	-5	2	-2
CCCN=C1CC(C)(C)CC(=O)/C1=C(/O)CCCN1C(=O)c2ccccc2C1=O	-6	-7	-2	11	-8	-7	3	4	0
O=C(CSCc1ccccc1Cl)NNC(=S)Nc1ccccc1	4	0	2	1	-48	-7	1	-1	0
CS(=O)(=O)N1CCN(c2ccccc2NC(=O)c2cccnc2Cl)CC1	14	1	3	0	0	5[fluorescence artefact?]	-2	-1	-3
COc1cccc(OC)c1C(=O)NC(=S)Nc1ccc(S(=O)(=O)Nc2nccs2)cc1	9	1	1	17	5	8	-6	-1	6
COc1ccc(C(=O)N/C(=C\c2ccco2)C(=O)NCc2cccnc2)cc1	7	-2	3	1	-7	-4[fluorescence artefact?]	-2	3	-7
CC1(C)C(=O)Nc2ccccc2N1C(=O)COc1ccc(S(=O)(=O)N2CCOCC2)cc1Cl	9	-3	-1	6	-25	4	-1	-4	-2
CC(C)(C)N(NC(=O)Nc1ccccc1)C(=O)c1ccccc1Cl	-6	-4	-1	-1	-3	-7	-5	-2	1
Cc1cc(C)c(C)c(OCCOCCNCc2ccccc2)c1	15	7	-1	5	-13	25	0	-4	4
COc1ccc(Nc2ccccc2)c(C)c1	1	-8	3	1	-4	0	-5	1	2
Clc1ccc(-c2nc3ncccn3c2Nc2ccc3c(c2)OCCO3)cc1	13	-1	0	1	-16	3	3	-1	-11
O=c1c2ccccc2nc(/C=C/c2cccc([N+](=O)[O-])c2)n1CCO	-3	-4	0	1	-25	-10	-8	6	2
COc1ccc(C(=O)[C@H]2[C@H]3C(=O)N(c4ccccc4)C(=O)[C@H]3C3C=CC=NN32)cc1 (stereo partly drawn)	8	-1	6	11	6	9	-2	0	-5
Cc1cccc(-n2c(SCC(=O)Nc3ncc(Cl)cc3Cl)nc3ccccc32)c1	13	-2	0	-1	-3	-10	-1	2	-3
C[C@@H](C(=O)N1CCNCC1)n1cc(CCC(=O)O)nn1	7	-1	1	-10	-1	2	-1	3	-1
COc1ccc(C2CC(c3ccc(OC)c(OC)c3)=NN2S(C)(=O)=O)cc1 (stereo not drawn)	5	2	-1	10	1	4	2	4	-3
COc1ccc(CCNC(=O)/C=C/C(=O)O)cc1OC	1	1	0	17	-4	8	.	2	3
COc1ccc(/C=C(/NC(=O)c2ccccc2)C(=O)N/N=C/c2sccc2C)cc1	10	1	-2	3	-3	1	-2	4	0
O=C(CC1=NC2(CCCC2)Cc2ccccc21)N1CCOCC1	-3	-1	-1	0	-18	16[fluorescence artefact?]	-6	0	0
CCCCNC(=O)Nc1nnc(-c2ccc(Cl)cc2)o1	2	-7	3	1	-2	-1	-4	2	-7
CCNC(=O)Nn1c(C)nnc1C	0	-8	0	0	4	10	-8	0	-4
CCOc1ccc(C2C(C#N)=C(N)Oc3cc(C)[nH]c(=O)c32)cc1OC (stereo not drawn)	7	-6	2	8	-6	-3	0	5	1
CCOc1ccc(OCC)c(NC(=O)CCn2c(=O)oc3ccccc32)c1	-12	-7	-2	-3	17	-13[fluorescence artefact?]	-6	3	2
COCCn1c(SCC(=O)N2CCCCC2)nc2cccnc21	18	3	0	1	23	-3[fluorescence artefact?]	8	0	0
Cc1cc2cc(CNC(=S)NCc3ccccc3)ccc2n1C	3	-2	-12	21	-4	-13	-3	1	-5
Cc1cccc(OCc2nnc(SCC(=O)N3c4ccccc4CC3C)n2C)c1C (stereo not drawn)	16	2	-4	10	-12	-3	2	6	-2
Cc1noc(C)c1CSc1nnc(-c2ccccc2)o1	6	-1	2	17	1	-19	-3	0	6
CCc1cccc(CC)c1NC(=O)CN1CCN(c2ccccc2)CC1	20	4	-1	0	-5	66[fluorescence artefact?]	4	-2	0
Cc1cc[n+](CCC(=O)O)c2ccccc12	9	2	0	1	28	11	2	0	-4
C=CCNC(=S)N1CCN(CCN=CC2=C(O)CC(c3ccc(Cl)cc3)CC2=O)CC1 (stereo not drawn)	7	3	-4	1	.	-23	4	-1	-1
Cc1cc(N2CCOCC2)nc2ccc(NC(=O)CCC(=O)N3CCCC(C)C3)cc12 (stereo not drawn)	7	-5	-5	4	-33	29	-4	0	-7
COc1ccccc1OCCSc1nc2ccccc2n1CCO	8	-1	-1	16	-2	-12	-3	-2	0
O=C(CCN1C(=O)c2ccccc2C1=O)Nc1sc2c(c1C(=O)NCC1CCCO1)CCC2 (stereo not drawn)	10	2	-4	1	-16	-14	-7	-2	-3
C/C(=N/NC(=O)c1ccn(C)n1)c1ccncc1	6	5	1	4	-11	-4	-1	0	1
S=c1[nH]nc(-c2ccccc2)n1/N=C/c1c[nH]c2ccccc12	10	1	16	2	-4	-9	-7	0	20
CCC(c1nnc(SCC(=O)N2CC(=O)Nc3ccccc32)n1Cc1ccccc1)N(C)C (stereo not drawn)	16	7	-3	1	-17	-10[fluorescence artefact?]	-6	0	1
COc1ccc(-c2nc(=S)[nH][nH]2)cc1	11	-6	33	3	-46	12[fluorescence artefact?]	-2	5	6

(listing goes on)
mol	FXIIa inh	FXIa inh	Runt-CBFb FRET	Hck Nef HTS	hK5 inh	14-3-3 Bad inh	Thrombin inh	Wee1 stabilizer	Runt-SMMHC FRET
CNc1n[nH]c(=S)s1	5	0	38	-13	0	-3	-12	-3	0
O=c1cc(CN2CCN(c3ccc(O)cc3)CC2)nc2scc(-c3ccccc3)n12	3	-2	17	39	-7	-6	12	0	12
CC1CCN(C2=NC(=O)/C(=C/c3cn(-c4ccccc4)nc3-c3cccc(S(=O)(=O)N(C)C)c3)S2)CC1	7	-4	-2	0	3	-4	-4	0	-5
CCCCNC(=O)CSc1nc2cc3c(cc2c(=O)n1Cc1ccco1)OCO3	10	0	2	26	23	3	-5	4	4
NC(=O)c1ccc(C(F)(F)F)cn1	.	0	1	-10	3	-7	3	-1	-6
CN1CCN(Cc2nc3c(c(=O)[nH]c(=O)n3C)n2CCc2ccccc2)CC1	14	7	.	25	-3	0	-9	0	-5
CC(C)CNC(=O)NC(=O)CSc1nc2ccccc2n1CC(C)C	7	-10	-2	23	-20	-6	1	0	-4
C=CC(O)Cc1c(C)n[nH]c1C (stereo not drawn)	15	-20	2	3	6	8	3	3	3
